Screens deposited in PubChem by National Center for Advancing Translational Sciences (NCATS).
BRCA1 expr act: activators of BRCA1 expression. Potency, µM (doses to about 46.1 µM), for the others: top-dose activation, most hits filed as activators. MCF7-BRCA1-FFLuc reporter, luminescence, 48 h; response scale: scaled: vehicle 0%, 10 µM genistein 100%. 380,000 compounds, 1.1% hits; further: potency means the concentration at half of the fitted maximal effect; nearly all actives have a fitted effect of over 80% in size; some results filed as inactive show a strong effect at the top dose
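Using MCF7 cells harboring a BRCA1 firefly luciferase reporter, plated 2 h before compound pinning, the screen measured luminescence after 48 h incubation. Responses were normalized to DMSO and 10 microM genistein, then fitted for concentration-effect.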
TRPV1 agonist: agonists of human vanilloid receptor 1 (TRPV1); TRPV1-expressing cells, Fluo-8 calcium influx, agonist mode; activation, % at 8.33 µM; 320,000 compounds, 0.19% hits; in the data active means activation above about 80%; inconclusive means between about 30% and that limit; further: 0% is about no effect
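TRPV1-expressing cells were cultured overnight at 35.5C and loaded with Fluo-8 calcium dye for 40 to 90 min at room temperature. After a 10 s baseline, compound was added and calcium influx was read kinetically for 3 min (ex 480/em 520 nm).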
p53 reactivator: re-activators of mutant p53; H1299 p53-A138V BP100-luciferase reporter, luminescence, 24 h; Potency, µM (series often up to 92.2 µM), for inactives: top-dose activity change, positive = activation, hits mostly activators; 320,000 compounds, 0.063% hits; further: potency means the concentration at half of the fitted maximal effect; % of control where 0% means no effect; nearly all actives have a fitted effect of over 45% in size
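p53-null H1299 cells stably carrying temperature-sensitive p53-A138V and a BP100-luciferase reporter were pinned with compounds (4-point, 1:5 series) and held 24 hrs at 37 deg C. Luminescence was read 10 min after detection reagent.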
B2AR arrestin: agonists driving beta-arrestin recruitment to human beta2-adrenergic receptor | P07550 | AID 492947 | Potency, µM (top dose mostly 46.1 µM), for the others: at the highest dose activation, actives largely listed as activators | 330,000 compounds, 0.02% hits | beta-arrestin recruitment to beta2AR, cell-based reporter;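 further: potency means the concentration at half of the fitted maximal effect; 0% = DMSO controls and full agonism = EC100 isoproterenol or metaproterenol; nearly all actives have a fitted effect of over 65% in size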
Target sequence (P07550 whole entry, looked up): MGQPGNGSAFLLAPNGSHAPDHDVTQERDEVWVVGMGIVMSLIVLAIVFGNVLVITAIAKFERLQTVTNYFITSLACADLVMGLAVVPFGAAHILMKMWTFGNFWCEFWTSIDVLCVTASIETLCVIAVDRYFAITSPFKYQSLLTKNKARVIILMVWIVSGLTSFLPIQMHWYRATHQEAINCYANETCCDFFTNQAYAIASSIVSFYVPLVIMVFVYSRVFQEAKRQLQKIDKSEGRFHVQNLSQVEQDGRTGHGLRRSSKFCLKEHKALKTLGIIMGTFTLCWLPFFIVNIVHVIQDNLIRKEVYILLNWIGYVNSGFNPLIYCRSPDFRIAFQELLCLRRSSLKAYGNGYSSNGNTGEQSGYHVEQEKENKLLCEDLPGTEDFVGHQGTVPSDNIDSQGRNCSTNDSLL
CXXC DNA block: MLL CXXC-DNA interaction inhibition. AID 2662. Q03164. 290,000 compounds, 0.037% hits. MLL-CXXC / FITC-HOXA9 DNA fluorescence polarization. Potency, µM (titrated, usually from 115 µM), inactives show top-dose activity change, negative = inhibition, most hits filed as inhibitors; active means well fitted inhibition curve with a large enough effect in the polarisation, with a control signal flat, not every such curve was filed as active; inconclusive means small, poorly fitted or top-dose-only effect, or effect the other way, or a change in a side signal; inactive means no such curve, though single readings can be large or run the other way; the % refers to the polarisation; further: potency means the concentration at half of the fitted maximal effect
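Steps: dispense CXXC domain solution (7 uM) → pin compounds or unlabeled HOX-A9 DNA control → 5 min ambient → add FLSN-HOX-A9 solution (50 nM) → spin → 30 min ambient → fluorescence polarization. Tris pH 7.5/NaCl/DTT/BSA buffer.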
A-T KAP1 phos: potential ataxia-telangiectasia treatments restoring KAP-1 phosphorylation. […] A-T fibroblasts, KAP-1 phosphorylation AlphaLISA; neocarzinostatin DNA damage 30 min before lysis. Potency, µM (highest dose often 57.5 µM), without a hit: top-dose activation, most hits filed as activators. 320,000 compounds, 0.19% hits. AID 485349; further: potency means the concentration at half of the fitted maximal effect; % of control where 0% means no effect; nearly all actives have a fitted effect of over 45% in size
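hTERT-immortalized A-T patient fibroblasts ([…]), 500 cells/well in OPTI-MEM, 1% FBS, got compounds for 60 min, then NCS for 30 min at 37C. Lysates were then assayed for phospho-KAP-1 by AlphaLISA (anti-pKAP1 donor, anti-KAP1 acceptor beads), 6 hr at 25C.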
TSG101-PTAP inh: blocks PTAP/TSG101 interaction to inhibit HIV-1 budding; Q99816; Fluorescence polarization, FITC-PTAP peptide / Tsg101 binding; Potency, µM (highest dose often 115 µM), without a hit: top-dose activity change, negative = inhibition, most hits filed as inhibitors; 340,000 tested, under 10 active; AID 493005; active means well fitted inhibition curve with a large enough effect in the main read-out, with a control signal flat, not every such curve was filed as active; inconclusive means small, poorly fitted or top-dose-only effect, or effect the other way, or a change in a side signal; inactive means no such curve, though single readings can be large or run the other way; further: potency means the concentration at half of the fitted maximal effect; % of control where 0% means no effect
Target sequence (Q99816 whole entry, looked up): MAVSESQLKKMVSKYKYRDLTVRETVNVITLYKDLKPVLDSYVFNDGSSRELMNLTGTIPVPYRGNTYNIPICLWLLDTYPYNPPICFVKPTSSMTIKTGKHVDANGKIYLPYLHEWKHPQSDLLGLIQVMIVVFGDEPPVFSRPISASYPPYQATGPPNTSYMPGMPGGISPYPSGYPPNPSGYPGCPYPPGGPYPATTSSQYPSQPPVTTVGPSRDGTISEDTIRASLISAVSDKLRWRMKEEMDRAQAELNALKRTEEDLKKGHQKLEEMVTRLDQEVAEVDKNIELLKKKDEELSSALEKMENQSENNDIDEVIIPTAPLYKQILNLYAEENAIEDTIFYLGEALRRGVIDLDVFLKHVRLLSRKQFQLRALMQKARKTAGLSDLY
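FP read-out: FITC-PTAP peptide, 50 nM final, binding Tsg101 binding domain, 10 uM final; 20 min, r.t.; 10 mM HEPES pH 7.5, 0.15 M NaCl, 0.01% Tween 20, 3 mM EDTA, 0.1 mM TCEP.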
TCR act: activators of T cell receptors; 330,000 tested, under 10 active; primary human leukocytes, anti-CD3, IL-2 HTRF, 48 h; Potency, µM (series often up to 9.22 µM), inactives show top-dose activation of IL-2 secretion, most hits filed as activators; further: % of control where 0% means no effect
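IL-2 release read by HTRF sandwich (Eu cryptate donor, d2 acceptor, 665 nm emission) after 48 hr exposure of primary human leukocytes to compound together with anti-CD3 beads in the absence of co-stimulatory signals.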
ELG1 repair inh: ELG1-dependent DNA repair inhibition | 330,000 compounds, 2.3% hits | AID 504467 | Potency, µM (doses to about 46.1 µM), without a hit: at the highest dose activity change, negative = inhibition, most hits filed as inhibitors | HEK293T ELG1-luciferase reporter, luminescence, 16 h; DNA damage induced by 5-fluorouridine; further: potency means the concentration at half of the fitted maximal effect; on the % scale 0 is the no-effect control and ±100 the full control effect; nearly all actives have a fitted effect of over 55% in size
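Cells (2,000 per well) received 5-fluorouridine plus test compound or DMSO and were incubated 16 hr at 37 °C, 5% CO2. Luciferase activity was read by luminescence 30 min after ONE-Glo addition; signal suppression marked inhibition of damage-induced ELG1 function.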
a7 integrin act: activators of alpha7 integrin expression for muscular dystrophy; Potency, µM (titrated, usually from 38.3 µM), inactives show top-dose activation, most hits filed as activators; alpha7betagal myoblasts, beta-gal FDG fluorescence, 48 h; 350,000 compounds, 0.064% hits;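 further: potency means the concentration at half of the fitted maximal effect; 100% = response of the positive control SU9516; nearly all actives have a fitted effect of over 60% in size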
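alpha7betagal+/- myoblasts (passage 13, 250/well) treated 48 h at 37C with compounds at 1:260 dilution of DMSO stock. Lysed, then beta-galactosidase activity read as FDG fluorescence (ex 480/em 540) after 30 min, with pre-read for autofluorescence.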
Active calls of the source: *; ? = inconclusive; nt = not tested or not shown; [ ] = dose if it differs, or a comment. Unless noted, the call rests on the fitted dose curve; in most records, active means well fitted curve in the direction sought with a large enough effect; inconclusive means small, poorly fitted or top-dose-only effect, or another doubt; inactive means no such curve, though single readings can be large; an effect the other way counts as inactive or inconclusive.

SMILES	BRCA1 expr act	TRPV1 agonist	p53 reactivator	B2AR arrestin	CXXC DNA block	A-T KAP1 phos	TSG101-PTAP inh	TCR act	ELG1 repair inh	a7 integrin act
CC(C)(C)N(Cc1ccccc1)C(=O)COC(=O)C1CCCCC1	-3%	nt	2%	0.6%	nt	15%	-4%	1%[46.1 µM]	-1%	14%
CCNC(=O)CCSc1nc(C)cc(C)n1	-11%	0	2%	-0.3%	1%	-1%	-2%	0%	28%	3%
O=[N+]([O-])c1ccccc1NC1CCN(Cc2ccccc2)CC1	-15%	12	-2%	-0.4%	-9%	-8%	-2%	4%	11%	-4%
Cc1nc(-c2ccc(S(=O)(=O)N3CCCN(CCc4ccccc4)CC3)s2)cs1	-34%	13	-3%	-0.2%	16%	2%	0%	-2%	?	-49%[inhibitor]
Cc1ccc(-n2c(=O)[nH]cc(C(=O)Nc3ccc4c(c3)OCCO4)c2=O)cc1C	-5%	2	?	0.0%	6%	4%	-1%	2%	21%	-5%
COc1cccc(CC(NC(C)=O)C(=O)NC2CCN(C(=O)Nc3ccc(C)cc3)CC2)c1 (centres undefined)	-5%	1	0%	0.5%	-4%	-10%	-3%	0%	6%	0%
Cn1c(C(=O)c2ccccc2[N+](=O)[O-])nc2ccccc21	-47%	0	-11%	-0.3%	9%	2%	0%	1%	-11%	9%
CCOc1cc(CNc2ccc(S(N)(=O)=O)cc2)ccc1OCC(=O)NC(C)(C)C	-17%	0	7%	0.3%	22%	2%	-2%	-4%	?	-25%
O=[N+]([O-])c1cccc(COc2ccc(CN3CCCC3)cc2)c1	?	nt	nt	nt	nt	nt	-14%	7%	nt	-15%
CCN(CC)CCOC(=O)c1c(C)oc2ccc(O)cc12	-1%	-2	?	-0.4%	3%	6%	-3%	8%	19%	6%
COc1ccccc1C(=O)C1CCCN(C(=O)c2ccco2)C1 (centres undefined)	-1%	1	1%	0.3%	4%	-2%	-4%	-1%	5%	1%
C=CC[C@@H](CC(=O)N[C@H](CO)Cc1ccccc1)C(=O)N[C@H](COC(=O)[C@H](CC=C)CC(=O)OC(C)(C)C)Cc1c[nH]c2ccccc12	-42%	nt	nt	nt	nt	nt	-2%	6%	nt	-42%
CCOc1cccc(SCc2noc(C(=O)NC(C)C)c2C(=O)O)c1	2%	1	0%	-1.0%	-9%	-1%	-13%	-3%	1%	4%
CC(C)(C)n1nnnc1CN1CCN(C2CCCC2)CC1	-16%	1	1%	-0.2%	-4%	-5%	-11%	2%	18%	2%
CCCn1c(SCC(=O)c2ccc3c(c2)NC(=O)CO3)nc2ccccc21	-2%	18	-16%	2.3%	-2%	-4%	-8%	-1%[46.1 µM]	10%	-9%

4 of these compounds in another layout:
Cc1ccc(-n2c(=O)[nH]cc(C(=O)Nc3ccc4c(c3)OCCO4)c2=O)cc1C
  BRCA1 expr act: -5% | TRPV1 agonist: 2 | p53 reactivator: ? | B2AR arrestin: 0.0% | CXXC DNA block: 6% | A-T KAP1 phos: 4% | TSG101-PTAP inh: -1% | TCR act: 2% | ELG1 repair inh: 21% | a7 integrin act: -5%

COc1ccccc1C(=O)C1CCCN(C(=O)c2ccco2)C1 (centres undefined)
  BRCA1 expr act: -1% | TRPV1 agonist: 1 | p53 reactivator: 1% | B2AR arrestin: 0.3% | CXXC DNA block: 4% | A-T KAP1 phos: -2% | TSG101-PTAP inh: -4% | TCR act: -1% | ELG1 repair inh: 5% | a7 integrin act: 1%

CCCn1c(SCC(=O)c2ccc3c(c2)NC(=O)CO3)nc2ccccc21
  BRCA1 expr act: -2% | TRPV1 agonist: 18 | p53 reactivator: -16% | B2AR arrestin: 2.3% | CXXC DNA block: -2% | A-T KAP1 phos: -4% | TSG101-PTAP inh: -8% | TCR act: -1%[46.1 µM] | ELG1 repair inh: 10% | a7 integrin act: -9%

CCOc1cccc(SCc2noc(C(=O)NC(C)C)c2C(=O)O)c1
  BRCA1 expr act: 2% | TRPV1 agonist: 1 | p53 reactivator: 0% | B2AR arrestin: -1.0% | CXXC DNA block: -9% | A-T KAP1 phos: -1% | TSG101-PTAP inh: -13% | TCR act: -3% | ELG1 repair inh: 1% | a7 integrin act: 4%

New compounds follow.
SMILES	BRCA1 expr act	TRPV1 agonist	p53 reactivator	B2AR arrestin	CXXC DNA block	A-T KAP1 phos	TSG101-PTAP inh	TCR act	ELG1 repair inh	a7 integrin act
CC1CCCN(CCCOc2ccc(Cl)cc2Br)C1 (centres undefined)	32%	-2	21%	-1.7%	4%	6%	-3%	0%[46.1 µM]	?	-33%
COc1ccc(/C=C/C(=O)OCC(=O)NC(C)CCc2ccccc2)cc1 (centres undefined)	3%	nt	-5%	0.2%	nt	1%	-1%	0%[46.1 µM]	1%	24%
CC(C)OC(=O)CN1C(=O)C(C)(C)Oc2ccc(C(=O)NC3CC3)cc21	3%	-16	-2%	-0.9%	3%	nt	-3%	-5%	?	2%[7.66 µM]
CCC(CC)c1nnc(NC(=O)c2cccc(S(=O)(=O)N3CCc4ccccc43)c2)s1	-15%	0	7%	0.2%	11%	2%	-6%	3%	-9%	0%
O=C1NC2C(NC(=O)N2C2CCCCC2)N1C1CCCCC1 (centres undefined)	-11%	-18	0%	0.0%	3%	6%	0%	-3%	-9%	14%
Cc1ccc(NC(=O)c2sccc2C)cc1S(=O)(=O)N(C)C	47%	1	6%	-1.8%	5%	-4%	-1%	1%[46.1 µM]	3%	-13%
COC(=O)CCCC(=O)N1CCC(CCC(=O)NCc2ccc(F)cc2)CC1	-2%	-4	16%	0.3%	-21%	2%	-3%	0%	-15%	10%
CC(C)(C)OC(=O)N[C@H](Cc1ccccc1)C(=O)N1CCC[C@@H]1C(=O)O	1%	3	-5%	-0.1%	24%	2%	-6%	0%	8%	-20%
CS(=O)(=O)Nc1cccc(C2=NN(C(=O)CCCC(=O)O)C(c3cccs3)C2)c1 (centres undefined)	-16%	-4	0%	-0.5%	9%	30%	-1%	2%	-3%	24%
CCCc1nnc(NS(=O)(=O)c2ccc(C)cc2)o1	-14%	nt	nt	nt	nt	nt	-6%	2%	nt	22%
COc1cccc(C(=O)OC(C)C(=O)Nc2ccc3c(c2)OCO3)c1 (centres undefined)	1%	17	12%	0.4%	nt	-13%	-3%	-3%	-7%	-44%
Cc1ccsc1C=C1C(=O)c2ccccc2C1=O	19%	0	8%	0.3%	?	-5%	-5%	nt	11%	-3%
c1ccc(Cc2noc(CN3CCCC(CN4CCOCC4)C3)n2)cc1 (centres undefined)	-19%	-4	-1%	0.0%	-1%	0%	0%	nt	-4%	-6%
COc1cc(C(=O)N/C(=C\c2cn(C)c3ccccc23)C(=O)N2CCN(C)CC2)cc(OC)c1OC	-16%	2	nt	-0.1%	1%	4%	-5%	2%	-5%	0%
COc1c2occc2c(OC)c2c(=O)cc(C(F)(F)C(F)(F)F)oc12	0%	21	-1%	-0.5%	22%	1%	0%	-6%	2%	0%
O=[N+]([O-])c1cc(C(F)(F)F)ccc1N1CCN(S(=O)(=O)c2ccc3c(c2)CCCC3)CC1	-39%	-1	-3%	-0.4%	-7%	-7%	-1%	5%[46.1 µM]	-5%	-34%
COc1ccc(C(=O)Nc2ccccc2C(=O)NCc2cccnc2)cc1	-59%	2	24%	-0.5%	1%	6%	-2%	-2%	0%	-1%
CCOC(=O)N1CCN(C(=O)CSc2ccc3nnc(-c4ccccn4)n3n2)CC1	-13%	1	-3%	-0.1%	-3%	-2%	0%	11%	2%	?
Cc1ccc(S(=O)(=O)Nn2cnnc2)cc1	13%	1	1%	-0.9%	-2%	6%	-3%	-13%	-4%	16%
CCC(C)(C)NC(=O)C(OC(=O)c1ccco1)c1ccc(OC)cc1 (centres undefined)	5%	-1	-21%	0.2%	-16%	1%	0%	6%	3%	?
O=C(NCN1C(=O)C2C3C=CC(C3)C2C1=O)Nc1cccnc1 (centres undefined)	-1%	1	0%	-0.1%	-2%	3%	-5%	6%	12%	-6%
Nc1ncnc(N2CCc3ccccc32)c1[N+](=O)[O-]	23%	-1	0%	0.1%	-3%	1%	1%	nt	1.8µM*	?
Nc1nc2n(n1)C(c1ccco1)CC(c1ccc(Cl)cc1)N2 (centres undefined)	4%	0	-4%	-0.1%	-19%	3%	-6%	-7%	-2%	-9%
O=C(NC1CCCCC1)Oc1ccccc1	24%	6	14%	-1.4%	-5%	0%	0%	-3%	?	-6%
Cc1nn2c(C(F)(F)F)c3c(nc2c1-c1ccccc1)CCC3	4%	2	8%	-0.2%	-5%	1%	-4%	-81%	-7%	?
COCCCn1c(SCC(=O)OC2CCCCC2)nnc1-c1cccs1	8%	5	5%	0.5%	-5%	9%	-12%	-23%	1%	-5%[7.66 µM]

Not a hit list, and some 3.8% of all compounds hit somewhere here.
